Nrf2 ARE act: activates Nrf2 signaling; AREc32 ARE-luciferase reporter (MCF7-derived line), luminescence, 24 h; Potency, µM (doses to about 46.1 µM), inactives show at the top dose activation, most hits filed as activators; 0.31% of 410,000 active; AID 624171; also: potency is read from the fitted curve at half-maximal effect; % of control where 0% means no effect; nearly all actives have a fitted effect of over 65% in size
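Luminescent ARE reporter assay in AREc32_Fluc cells: overnight plating at 37 deg C, 24 hr compound incubation, Steady-Glo added, 30 min RT before reading.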
IL-2 act: activates IL-2 in a cell-based reporter assay; IL-2 activation reporter assay, cell-based qHTS; stimulated with anti-CD3/CD4/CD28 beads; in transgenic mouse T cells; 0.065% of 360,000 active; activation, % (series mostly up to about 46 µM); in the data active = activation above about 50%; inconclusive = mostly about 30% to 49%; also: 0% is about no effect
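Readout is EGFP and DsRed signal by fluorescent plate cytometry after 18 h at 37 degrees C. Transgenic mouse T cells (750/well) received compound for 60 min before bead stimulation (anti-CD3, anti-CD4, anti-CD28); memory T cells served as non-tolerant control.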
TGFb SMAD3 inh: inhibitors of TGF-b signaling; Potency, µM (doses to about 46.1 µM), without a hit: at the top dose activity, negative = inhibition, hits mostly inhibitors; 1.2% of 410,000 active; HepG2 CAGA-GFP TGF-b/SMAD3 reporter, GFP fluorescence, 18 h; TGF-beta stimulated, 500 pg/mL final; also: potency is read from the fitted curve at half-maximal effect; % is scaled to controls: 0 for no effect and ±100 for the full control effect; nearly all actives have a fitted effect of over 65% in size
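HEPG2 CAGA-GFP cells (1000/well, DMEM with 1% FBS) were pre-incubated 2 h at 37 degrees C, given compound by pin tool, then stimulated with TGF-beta at 500 pg/mL final for 18 h before per-cell GFP fluorescence imaging.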
S2 tox: cell viability loss in ATXN counter-screen; S2 cells (HEK-293 line with an ATXN2-luciferase reporter) viability, CellTiter-Fluor protease fluorescence, 24 h; Potency, µM (titrated, usually from 56.7 µM), most hits filed as cytotoxic; 0.49% of 400,000 active; also: potency is read from the fitted curve at half-maximal effect; nearly all actives have a fitted effect of over 40% in size
HepG2 viability: kills HepG2 cells in TGF-b inhibitor counter-screen | Potency, µM (titrated, usually from 46.1 µM), for the others: at the highest dose activity change, negative = cytotoxicity, most hits filed as cytotoxic | HepG2 CAGA-GFP viability, ATP luminescence, 18 h | 0.76% of 410,000 active | AID 588856; also: potency is read from the fitted curve at half-maximal effect; some results filed as inactive show a strong effect at the top dose
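HepG2 CAGA-GFP cells (1000/well, DMEM with 1% FBS) received compound, then TGF-beta at 500 pg/mL final, and were incubated 18 hours at 37 degrees C. Viability was read by CellTiter-Glo luminescence. Media-only wells were set as complete cell-killing and DMSO as no toxicity.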
ATXN2 expr inh: inhibitors of ATXN2 expression; HEK-293 ATXN2-luciferase reporter, luminescence, 24 h; Potency, µM (highest dose often 57 µM), inactives show top-dose activity change, negative = inhibition, actives largely listed as inhibitors; 0.72% of 360,000 active; also: potency is read from the fitted curve at half-maximal effect; % is scaled to controls: 0 for no effect and ±100 for the full control effect; nearly all actives have a fitted effect of over 55% in size
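ATXN2-luciferase reporter cells (luciferase flanked by upstream and downstream ATXN2 gene portions) were treated 24 h at 37 °C with compounds at up to 57 uM. SteadyGlo luminescence gave expression; GF-AFC fluorescence gave viability.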
A549 tox: kills or reduces viability of A549 cells in Nrf2 counter-screen | A549 ARE-Fluc cells, CellTiter-Fluor viability, 18-24 h | Potency, µM (highest dose often 46 µM), inactives show top-dose activity change, negative = cytotoxicity, hits mostly inhibitors | 0.16% of 390,000 active | AID 504648; also: potency is read from the fitted curve at half-maximal effect; % is scaled to controls: 0 for no effect and ±100 for the full control effect
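A549 ARE-Fluc cells in 5% FBS OPTI-MEM, 5000 cells/well, rested 2 h then exposed to compounds in concentration-response for 18-24 h at 37 °C. Viability by CellTiter-Fluor fluorescence (Ex 405/Em 525) after 30 min; luciferase luminescence (BugLite, 15 min, RT) read afterwards.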
Nrf2 block: Nrf2 pathway inhibition. A549 ARE-Fluc reporter, luciferase luminescence, 18-24 h. Potency, µM (series often up to 46 µM), without a hit: at the top dose activity change, negative = inhibition, most hits filed as inhibitors. 2.1% of 360,000 active; also: potency is read from the fitted curve at half-maximal effect; % is scaled to controls: 0 for no effect and ±100 for the full control effect; nearly all actives have a fitted effect of over 60% in size
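Nrf2 function is reported as luminescence of an ARE-controlled luciferase in A549 cells. Compounds were tested at several concentrations, and a CellTiter-Fluor read on the same wells flagged cytotoxicity.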
EPAC2 ag: activates human EPAC2 exchange factor. EPAC2 activation, biochemical qHTS; response scale: 100% = 6.5 mM cAMP response. Potency, µM (highest dose often 154 µM), for inactives: at the highest dose activation, most hits filed as activators. 0.079% of 360,000 active. AID 720711; also: potency is read from the fitted curve at half-maximal effect; nearly all actives have a fitted effect of over 50% in size
Target sequence (Q8WZA2 whole entry, looked up): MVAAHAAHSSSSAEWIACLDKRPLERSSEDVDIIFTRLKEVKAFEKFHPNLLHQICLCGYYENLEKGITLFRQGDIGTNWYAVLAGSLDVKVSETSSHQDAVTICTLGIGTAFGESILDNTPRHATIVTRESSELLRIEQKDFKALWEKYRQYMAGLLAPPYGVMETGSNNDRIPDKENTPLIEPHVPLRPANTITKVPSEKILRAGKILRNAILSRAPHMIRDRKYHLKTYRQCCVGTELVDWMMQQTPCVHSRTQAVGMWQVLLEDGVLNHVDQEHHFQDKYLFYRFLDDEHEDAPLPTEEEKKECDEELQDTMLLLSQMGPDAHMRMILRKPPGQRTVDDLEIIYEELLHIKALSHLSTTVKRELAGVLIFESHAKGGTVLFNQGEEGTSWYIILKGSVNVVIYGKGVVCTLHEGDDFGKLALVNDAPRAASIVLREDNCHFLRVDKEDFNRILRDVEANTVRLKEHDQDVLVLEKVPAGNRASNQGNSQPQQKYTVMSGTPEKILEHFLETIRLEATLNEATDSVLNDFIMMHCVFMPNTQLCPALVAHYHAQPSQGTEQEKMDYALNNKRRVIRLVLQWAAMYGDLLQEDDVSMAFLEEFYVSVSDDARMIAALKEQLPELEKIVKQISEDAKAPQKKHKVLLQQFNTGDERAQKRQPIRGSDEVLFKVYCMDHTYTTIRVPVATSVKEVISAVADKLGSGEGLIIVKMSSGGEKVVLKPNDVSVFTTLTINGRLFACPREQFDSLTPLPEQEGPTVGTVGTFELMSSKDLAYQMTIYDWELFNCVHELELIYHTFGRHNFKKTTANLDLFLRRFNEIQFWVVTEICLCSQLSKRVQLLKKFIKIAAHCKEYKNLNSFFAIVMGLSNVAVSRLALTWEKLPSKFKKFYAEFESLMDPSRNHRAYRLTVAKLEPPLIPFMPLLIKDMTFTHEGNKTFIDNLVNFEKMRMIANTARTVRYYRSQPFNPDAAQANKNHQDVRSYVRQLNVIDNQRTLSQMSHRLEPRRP
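Compounds were added across a concentration range to EPAC2 (100 nM), RAP1B-BODIPY-GDP (250 nM) and GDP (50 uM). After 5 min at room temperature, fluorescence was recorded at 5-min intervals for 30 min.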
Active calls of the source: *; i = inactive; ? = inconclusive; . = no result given; [ ] = another dose, or the depositor's remark. Unless noted, calls follow the shape of the dose curve; as a rule, active = well fitted curve in the direction sought with a large enough effect; inconclusive = small, poorly fitted or top-dose-only effect, or another doubt; inactive = no such curve, though single readings can be large; an effect the other way counts as inactive or inconclusive.

The line under a structure holds: Nrf2 ARE act	IL-2 act	TGFb SMAD3 inh	S2 tox	HepG2 viability	ATXN2 expr inh	A549 tox	Nrf2 block	EPAC2 ag
CCC(=O)NCc1csc(-c2cccs2)n1
→ 11%	-0.8	-20%	i	-19%	20%	0%	13%	6%
COc1cc(-c2noc(CN3CCN(c4cccc(Cl)c4)CC3)n2)cc(OC)c1OC
→ 0.6%	.	?	i	-33%	2%	0%	1%	.
CCc1ccc(NC(=S)N(Cc2ccc(Cl)cc2)Cc2ccc(C(=O)O)cc2)cc1
→ 0.3%	-0.8	0%	i	3%	-22%	-2%	-24%	5%
CCNC(=S)N=Nc1c(O)[nH]c2ccc(C(C)C)cc12
→ 2.1%	-0.7	-19%	i	-31%	-2%	-6%	-25%	5%
COc1ccccc1NC(=S)NNC(=O)c1cc(C)nn1C
→ -0.4%	0.7	1%	i	6%	-1%	1%	21%	0%
Cc1ccc(C)c(S(=O)(=O)Nc2ccccc2C(=O)Nc2ccccc2N2CCOCC2)c1
→ 0.3%	-0.9	-24%	i	-16%	-26%	-15%	23µM*	5%
Cc1cc(=O)oc2c3c(ccc12)OCN(Cc1ccccc1Cl)C3
→ -0.5%	.	14%	i	-8%	8%	2%	14%	.
O=C(CSc1nccn1Cc1ccc(F)cc1)Nc1ccc(F)cc1F
→ -0.1%	-2.5	0%	i	-45%	-30%	13%	-24%	6%
CCS(=O)(=O)c1ncc(Cl)c(C(=O)N(Cc2ccccc2)c2ccc(OC)cc2)n1
→ ?	.	3.2µM*	.	3.2µM*	.	?	23µM*	.
COCCN(Cc1ccccc1)C(=O)c1cccc(S(=O)(=O)N2CCN(Cc3ccccc3)CC2)c1
→ 0.0%	-2.1	-19%	i	-19%	.	.	.	1%
CCCCCCNCC(=O)N1CCC(Cc2ccccc2)CC1
→ 2.8%	-1.1	10%	i	-3%	-10%	-4%	20%	-2%
Cc1ccc2nc(N(Cc3cccnc3)C(=O)CCS(=O)(=O)c3ccccc3)sc2c1
→ 3.3%	.	-27%	.	-25%	.	1%	.	.
Cc1cccc(NC(=O)c2nnn(CC(=O)Nc3ccc(C(C)C)cc3)c2N)c1C
→ -0.2%	.	0%	i	3%	-26%	1%	10%	.
COc1cc(OC)cc(C(=O)N2CCN(C(=O)c3cccnc3)CC2)c1
→ 0.3%	1.3	1%	?	-1%	.	-1%	4%	1%
COc1ccc(OC)c(S(=O)(=O)NC2CCCCNC2=O)c1 (configuration not stated)
→ 0.3%	-0.3	0%	i	-1%	-11%	-2%	7%	1%
Oc1ccc2c(c1)c1ccccc1c1ncccc21
→ 4.8%	-4.8	-1%	i	-9%	-5%	0%	5%	0%
COc1ccc([N+](=O)[O-])cc1NC(=O)CSc1nccc(C)n1
→ ?	-3.1	-2%	i	1%	0%	6%	-23%	1%
CC(C)CC(=O)NCC(c1ccc2c(c1)OCO2)N1CCN(c2ccccc2F)CC1 (configuration not stated)
→ 0.6%	.	?	i	-2%	-11%	10%	.	.
COC(=O)c1cccc(NC(=O)CCc2ccccc2)c1
→ 2.3%	0.4	-16%	i	-17%	34%[activator]	16%	4%	-4%
O=C(CSc1nncc2ccccc12)Nc1ccccc1
→ -0.3%	0.7	7%	i	3%	1%	6%	-19%	11%
O=C(NCc1ccco1)c1cc(Cl)nc(Cl)c1
→ 18%	0.2	-2%	i	-8%	0%	3%	-3%	7%
O=C(Cn1c(-c2cscn2)nc2ccccc21)Nc1cc(F)ccc1F
→ 2.5%	-0.2	-8%	i	-1%	3%	-5%	-23%	8%
O=C(CN1C(=O)S/C(=C\C=C\c2ccccc2)C1=O)Nc1ccc(C(=O)O)cc1
→ -0.2%	-0.4	-6%	i	-8%	.	-16%	0%	3%
O=C(O)CSCC(=O)Nc1ccccc1SCCS(=O)(=O)c1ccc(Cl)cc1
→ 2.1%	-0.1	6%	i	-3%	9%	-9%	-4%	13%
COC(=O)C1CCN(C(=O)CC(NC(=O)C(F)(F)F)c2cccs2)CC1 (configuration not stated)
→ 0.1%	-0.9	20%	i	1%	.	3%	9%	8%
Cc1cccn2c(NC(=O)c3cccs3)c(-c3ccccc3)nc12
→ 2.0%	0.6	-16%	?	2%	0%	-10%	0%	-7%
CCCCc1ccc(NC(=O)COC(=O)c2ccc3ncsc3c2)cc1
→ 0.3%	-1.4	2%	i	-4%	.	.	.	-4%
Cc1cccc2c(=O)cc(CSc3ccccc3NC(=O)c3cccc(Br)c3)[nH]c12
→ 11%	.	-18%	18µM*	-6%	-7%	-14%	.	.
CCOc1cc(N2CCOCC2)c(OCC)cc1NC(=O)COC(=O)[C@H](Cc1c[nH]c2ccccc12)NC(C)=O
→ 0.3%	0.0	-11%	i	-4%	-4%	-3%	-12%	-1%
O=[N+]([O-])c1nn(-c2ccc(Cl)cc2)n(O)c1=NCc1ccncc1
→ 8.3%	-0.7	?	?	-28%	.	-12%	13%	4%

Exported in markdown: entries from further up
| mol | Nrf2 ARE act | IL-2 act | TGFb SMAD3 inh | S2 tox | HepG2 viability | ATXN2 expr inh | A549 tox | Nrf2 block | EPAC2 ag |
| --- | --- | --- | --- | --- | --- | --- | --- | --- | --- |
| COCCN(Cc1ccccc1)C(=O)c1cccc(S(=O)(=O)N2CCN(Cc3ccccc3)CC2)c1 | 0.0% | -2.1 | -19% | i | -19% | . | . | . | 1% |
| Cc1cccc(NC(=O)c2nnn(CC(=O)Nc3ccc(C(C)C)cc3)c2N)c1C | -0.2% | . | 0% | i | 3% | -26% | 1% | 10% | . |

Returning to the listing with the 2 entries that preceded the break.
The line under a structure holds: Nrf2 ARE act	IL-2 act	TGFb SMAD3 inh	S2 tox	HepG2 viability	ATXN2 expr inh	A549 tox	Nrf2 block	EPAC2 ag
CCOc1cc(N2CCOCC2)c(OCC)cc1NC(=O)COC(=O)[C@H](Cc1c[nH]c2ccccc12)NC(C)=O
→ 0.3%	0.0	-11%	i	-4%	-4%	-3%	-12%	-1%
O=[N+]([O-])c1nn(-c2ccc(Cl)cc2)n(O)c1=NCc1ccncc1
→ 8.3%	-0.7	?	?	-28%	.	-12%	13%	4%
CCCOc1ccc(CN(C(=O)c2cc(=O)c3ccc(C)cc3o2)C2CCS(=O)(=O)C2)cc1 (configuration not stated)
→ 5.2%	.	-25%	i	-17%	4%	-14%	-7%	.
COC(=O)C(N)Cc1ccc(O)c(O)c1 (configuration not stated)
→ 3.2%	0.1	-6%	i	-15%	0%	0%	4%	5%
COc1ccc2c(c1)-c1ccccc1S(=O)(=O)N2C
→ 2.3%	-1.3	-24%	i	3%	6%	-28%	?	5%
CCOC(=O)C1=C(c2ccccc2)NC(=O)NC1c1ccc(OCC#N)c(OC)c1 (configuration not stated)
→ 2.9%	-0.6	10%	i	4%	1%	5%	15%	4%
Cc1ccc2c(C)c(C(=O)Nc3cccnc3)oc2c1C
→ 5.8%	1.7	19%	i	-23%	2%	8%	17%	5%
CC(C)C(=O)Nc1ncc(C(F)(F)F)cc1Cl
→ -0.3%	-0.9	3%	i	0%	3%	0%	4%	-3%
O=S(=O)(Nc1ccccc1N1CCCCC1)c1ccc(F)cc1
→ 1.5%	-3.5	-22%	i	-13%	-3%	1%	?	8%
Cc1cccc(C(=O)NC(=S)NNC(=O)COc2c(C)cccc2C)c1
→ -0.3%	-1.4	-17%	i	-15%	-15%	-1%	?	-5%
COc1ccc(-c2sccc2C(C)C(=O)O)cc1 (configuration not stated)
→ -0.3%	0.8	-14%	i	-18%	-1%	3%	-19%	13%
COC(=O)c1cc2ccsc2n1Cc1cccc(F)c1
→ 3.1%	-2.1	-1%	i	-12%	-5%	10%	21%	12%
Cc1cc(Br)ccc1NC(=O)CN(C)C(=O)C1CCN(c2ncnc3sc(C)c(C)c23)CC1
→ -0.3%	-5.3	?	?	-18%	?	21µM*	?	0%
Cc1ccc(NC(=O)COC(=O)/C=C/c2cccs2)c(C)c1
→ 3.5%	-3.0	-4%	i	-16%	7%	16%	8%	14%
CS(=O)(=O)Nc1ccc(C(=O)NCCC2=CCCCC2)cc1
→ 0.3%	1.6	-13%	i	-19%	38%[activator]	3%	?	0%
O=C(CSc1nnc(COc2ccccc2)o1)c1ccccc1
→ 1.9%	-3.6	5%	i	-6%	-3%	-6%	8%	13%
COc1ccc(S(=O)(=O)N(CC(=O)Nc2ccccc2C(=O)N2CCOCC2)c2ccc(F)cc2)cc1
→ -0.7%	0.1	26%	i	11%	4%	0%	-27%	-2%
CC1(C(=O)NS(=O)(=O)c2ccccc2Cl)CCN1C(=O)C1(c2ccccc2)CC1 (configuration not stated)
→ 0.6%	-0.4	-5%	i	2%	5%	.	.	1%
CCc1ccc(NC(=O)C2CCCN(S(=O)(=O)c3ccc4c(c3)CC(C)N4C(C)=O)C2)cc1 (configuration not stated)
→ 4.0%	-2.4	?	i	-7%	?	-3%	?	-5%
CNC(C)C(=O)NC(C(=O)N1CCCC1C(=O)NNc1ccccc1)C(C)C (configuration not stated)
→ 0.9%	0.0	-9%	i	-39%	?	1%	-12%	4%
COCCNC(=O)C1(C(F)(F)F)C/C(=C\CCO)CCCO1 (configuration not stated)
→ .	.	-8%	.	3%	.	-1%	10%	.
Cc1ccc(NC(=O)[C@H](C)NC(=O)C2CCN(C(=O)[C@@H](N)C(C)C)CC2)cc1
→ 4.5%	-0.2	1%	i	-37%	.	-9%	13%	4%

Single records (already shown). Screens in order: Nrf2 ARE act | IL-2 act | TGFb SMAD3 inh | S2 tox | HepG2 viability | ATXN2 expr inh | A549 tox | Nrf2 block | EPAC2 ag
CCS(=O)(=O)c1ncc(Cl)c(C(=O)N(Cc2ccccc2)c2ccc(OC)cc2)n1 is entered as ? | . | 3.2µM* | . | 3.2µM* | . | ? | 23µM* | .
CCNC(=S)N=Nc1c(O)[nH]c2ccc(C(C)C)cc12 is entered as 2.1% | -0.7 | -19% | i | -31% | -2% | -6% | -25% | 5%

High-throughput results deposited in PubChem BioAssay by National Center for Advancing Translational Sciences (NCATS).
